M5 antag: CHRM5 antagonism in calcium assay. CHO-hM5 cells, Fluo-8 calcium fluorescence, ACh EC80. actives 0.59% (n = 360,000). P08912. AID 624040. inhibition, % at 3 µM;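 active = inhibition above a per-plate cutoff, the mean of that plate's test compounds plus 3 SD, cut at about 27% in these data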;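 also: 0% = acetylcholine EC80 with DMSO and 100% = DMSO without agonist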
M4 antag: antagonists of human muscarinic M4 receptor (CHRM4); P08173; CHO-hM4 cells, ACh EC80, Fluo-8 calcium fluorescence; inhibition, % at 3 µM; actives 0.73% (n = 360,000); AID 624125;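 active = inhibition above its plate's cutoff, the mean inhibition of sample wells plus 3 SD, cut at about 27% in these data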;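 also: 0% = acetylcholine EC80 with DMSO and 100% = DMSO without agonist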
Target sequence (P08173 whole entry, looked up): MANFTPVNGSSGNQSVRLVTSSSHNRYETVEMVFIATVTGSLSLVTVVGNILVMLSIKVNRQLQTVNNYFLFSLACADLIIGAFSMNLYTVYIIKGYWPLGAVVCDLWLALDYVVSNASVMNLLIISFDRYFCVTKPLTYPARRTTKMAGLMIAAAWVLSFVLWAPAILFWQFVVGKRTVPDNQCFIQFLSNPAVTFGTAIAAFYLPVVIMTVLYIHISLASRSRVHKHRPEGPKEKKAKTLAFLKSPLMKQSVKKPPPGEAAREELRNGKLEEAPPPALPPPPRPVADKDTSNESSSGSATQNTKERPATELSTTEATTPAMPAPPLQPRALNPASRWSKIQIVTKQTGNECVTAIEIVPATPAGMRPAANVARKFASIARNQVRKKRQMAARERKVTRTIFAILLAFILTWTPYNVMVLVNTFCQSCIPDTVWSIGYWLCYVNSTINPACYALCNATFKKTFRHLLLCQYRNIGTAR
M5 PAM: CHRM5 positive allosteric modulation; P08912; CHO-K1 hM5, Fluo-8 calcium, ACh EC20 PAM; 0% = ACh EC20, 100% = ACh EC100; activation, % at 3 µM; actives 0.3% (n = 360,000); AID 624038;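 active = activation above the run cutoff, the mean activation of all test compounds plus 3 SD, cut at about 18% in these data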
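System: CHO-K1 hM5 cells. Reagent: acetylcholine, EC20 level. Compound dosing: single dose, 3 µM nominal final test concentration. Timing: Post-acetylcholine fluorescence recording 140 s. Detection: Fluo-8 calcium fluorescence. Read-out: % activation, ACh-normalized. Benchmarks: ACh EC20 and EC100 wells. Repeats: singlicate, one well per test compound.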
CHRM4 PAM: potentiates acetylcholine response at human M4 receptor | actives 0.4% (n = 360,000) | CHO-K1 hM4/Gqi5, Fluo-8 calcium fluorescence, ACh EC20; 0% = ACh EC20, 100% = maximal ACh | activation, % at 3 µM | P08173 | AID 624126;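 active = activation above its plate's cutoff, the mean activation of sample wells plus 3 SD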; also: some results filed as inactive read as strong as hits
CRFBP-R2 agonist: agonists of human CRF-binding protein/CRF-R2 receptor complex; HEK293 CRF-R2/CRF-BP, calcium dye fluorescence (FLIPR); percent of saturating CRF peptide response; activation, % at 13.2 µM; actives 0.46% (n = 350,000); AID 588473;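 active = activation of at least 50%, plus an integration ratio under a set limit after plate pattern correction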;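 also: plate controls were neutral control wells without compound for no effect and CRF at EC100 for full effect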
CRFBP-R2 block: antagonists of CRF-binding protein/CRF-R2 receptor complex; HEK293 CRF-R2/CRF-BP, CRF-induced calcium fluorescence; inhibition, % at 11.8 µM; actives 0.59% (n = 350,000); AID 588475;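 active = inhibition of the ligand-induced calcium signal above about 50% at the single tested concentration, limit read from the data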
CHRM4 agonist: CHRM4 agonism in calcium assay; P08173; CHO-K1 hM4/Gqi5, Fluo-8 calcium fluorescence; vehicle 0%, full acetylcholine response 100%; activation, % at 3 µM; actives 0.14% (n = 360,000);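 active = activation above the run mean over all test wells plus 3 SD, cut at about 32% in these data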;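 also: peak over basal fluorescence ratio per well then scaled between controls; 0% = DMSO wells and 100% = acetylcholine at EC100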
CHRM5 agonist: CHRM5 agonism in calcium assay; P08912; CHO-K1 hM5 cells, Fluo-8 calcium fluorescence; 0% DMSO wells, 100% maximal acetylcholine response; activation, % at 3 µM; actives 0.19% (n = 360,000); AID 624037;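 active = activation above the run's mean over test compounds plus 3 SD, cut at about 23% in these data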;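 also: signal is peak over basal fluorescence ratio across the kinetic read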
M1 PAM: potentiates human M1 receptor response to acetylcholine. P11229. CHO-K1 hM1, Fluo-8 calcium fluorescence, ACh EC20; 0% = ACh EC20, 100% = maximal ACh. activation, % at 3 µM. actives 0.088% (n = 360,000). AID 588819; in the data active = activation above about 19%, passing the limit was not always enough
Target sequence (P11229 whole entry, looked up): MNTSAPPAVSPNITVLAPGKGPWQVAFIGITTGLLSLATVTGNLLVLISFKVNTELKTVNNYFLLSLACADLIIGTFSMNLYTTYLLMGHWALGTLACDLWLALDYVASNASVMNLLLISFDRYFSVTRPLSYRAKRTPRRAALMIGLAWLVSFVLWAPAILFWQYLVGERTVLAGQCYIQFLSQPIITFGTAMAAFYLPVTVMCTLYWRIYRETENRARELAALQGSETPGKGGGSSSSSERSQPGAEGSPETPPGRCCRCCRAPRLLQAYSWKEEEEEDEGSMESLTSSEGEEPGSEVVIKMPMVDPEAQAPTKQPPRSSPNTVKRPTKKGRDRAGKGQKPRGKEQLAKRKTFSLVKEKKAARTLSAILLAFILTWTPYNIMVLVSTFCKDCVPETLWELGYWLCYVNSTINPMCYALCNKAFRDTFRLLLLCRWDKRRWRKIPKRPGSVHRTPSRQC
An asterisk follows results filed as active; x = not tested or not shown; & = joins results of further samples; ! = a repeat was not active.

Below each compound: CRFBP-R2 agonist, M5 PAM, CHRM5 agonist, M1 PAM, CHRM4 agonist, CRFBP-R2 block, M4 antag, M5 antag, CHRM4 PAM
CCCCCCn1c(O)c(C=NCCN2CCOCC2)c(=O)[nH]c1=O
    2.2, 2, 3, 12, 0, -9, 2, -3, -5
CC1CCCCN1CC(=O)c1ccc2cc[nH]c2c1 (stereo not given)
    2.2, -3, 1, -1, 1, -11, -7, 3, 4
N#CC1(c2ccccc2)CCN(C2CC(=O)N(c3cccc(F)c3)C2=O)CC1 (stereo not given)
    0.1, 4, 0, 7, 4, -53, 4, 1, 8
O=C(CSC1c2ccccc2-c2ccccc21)N/N=C/c1ccccc1C(=O)O
    -1.6, 5, -4, 11, 1, 6, -4, -5, 7
CCc1nc2ccccc2c(=O)n1-c1ccc2ccccc2c1
    1.9, 8, -10, 7, 0, 20, -8, -7, -3
Brc1ccc(Oc2cc(Br)c(Br)cc2Br)c(Br)c1
    -1.2, 7, 1, 4, 1, 4, -7, 1, 10
c1ccc2c3c([nH]c2c1)C1(CCNCC1)NCC3
    -0.5, 5, -3, 6, 1, 22, -6, 6, 3
CCCCCCC(=O)c1c(O)n(-c2ccccc2OC)c(=O)[nH]c1=O (tested in a mixture with another compound)
    -0.9, 2, 0, 6, 0, -18, 2, 9, 0
COc1ccc2c(c1)[nH]c1c(C)nccc12
    -1.0, 0, 1, 1, 1, 0, -10, 0, 8
Cc1cc(Cc2c(O)[nH]c(=S)[nH]c2=O)ccc1OC(C)C
    -1.9, 11, 1, 12, 1, 8, -1, 1, 0
Fc1cccc(-c2ccc3c(c2)CN(c2cccc(Cl)c2)Cc2cnnn2-3)c1
    x, 1, 1, 3, -1, x, 3, -3, -1
Cn1c(N2CCNCC2)nc2ccccc21
    -1.9, -4, 0, 2, 0, 14, 6, 4, 0
CCOC(=O)c1nc2ccccc2c(=O)n1-c1ccc(C)cc1C
    0.9, -7, -1, 4, 0, 12, 0, 9, 0
COc1cc(C2SCC(=O)Nc3c2c(=O)[nH]n3C2CCCCCC2)cc(OC)c1OC (stereo not given)
    -0.7, 1, 0, 6, 0, -10, -3, 2, 13
CCOc1cc2c(cc1OCC)-n1cccc1C(c1ccc(F)c(OC)c1)NC2 (stereo not given)
    -0.2, -8, 0, 0, 15, 7, -5, 1, -1
O=C(OC1CCN(CCCl)CC1)C(c1ccccc1)c1ccccc1
    -0.1, -19, -1, -26, 2, 39, 57*, 64*, -18
CN(CCc1ccccc1)Cc1c[nH]c2ccccc12
    -0.1, -1, 0, 4, 1, -1, 6, -2, 0
FC(F)(F)c1ccccc1CCN1CCNCC1
    -1.8, 6, -8, 7, 0, 15, -8, -6, 0
COC1C(OC(=O)c2ccc(C)[nH]2)C(O)C(Oc2ccc3c(O)c(NC(=O)c4ccc(O)c(CC=C(C)C)c4)c(=O)oc3c2Cl)OC1(C)C (stereo not given)
    -0.4, -5, -2, 14, 0, 19, -6, 9, 3
Cc1ccc2c(c1)C1CN(C)CCC1N2C(=O)Nc1cccc(Cl)c1 (stereo not given)
    12, -16, 5, -10, 29, -71, 6, 23, -3

Sorted by formula weight (smallest number first): 6 of the compounds above.
Below each compound: CRFBP-R2 agonist, M5 PAM, CHRM5 agonist, M1 PAM, CHRM4 agonist, CRFBP-R2 block, M4 antag, M5 antag, CHRM4 PAM
COc1ccc2c(c1)[nH]c1c(C)nccc12
    -1.0, 0, 1, 1, 1, 0, -10, 0, 8
CCc1nc2ccccc2c(=O)n1-c1ccc2ccccc2c1
    1.9, 8, -10, 7, 0, 20, -8, -7, -3
CCOC(=O)c1nc2ccccc2c(=O)n1-c1ccc(C)cc1C
    0.9, -7, -1, 4, 0, 12, 0, 9, 0
CCCCCCn1c(O)c(C=NCCN2CCOCC2)c(=O)[nH]c1=O
    2.2, 2, 3, 12, 0, -9, 2, -3, -5
O=C(OC1CCN(CCCl)CC1)C(c1ccccc1)c1ccccc1
    -0.1, -19, -1, -26, 2, 39, 57*, 64*, -18
N#CC1(c2ccccc2)CCN(C2CC(=O)N(c3cccc(F)c3)C2=O)CC1 (stereo not given)
    0.1, 4, 0, 7, 4, -53, 4, 1, 8

The list continues:
Below each compound: CRFBP-R2 agonist, M5 PAM, CHRM5 agonist, M1 PAM, CHRM4 agonist, CRFBP-R2 block, M4 antag, M5 antag, CHRM4 PAM
Cc1cc(Br)ccc1N1C(=O)CC(=O)NC1=O
    1.9, 2, 0, 12, 1, -7, 5, -2, 2
COC(=O)C1=C(c2cccc(C#N)c2)C[C@@H]2CC[C@H]1N2C(=O)NC1Cc2ccccc2C1
    -4.0, -2, -9, 7, -1, 10, 4, 19, 7
CCN1CCN(c2ccc(NC(C)=O)cc2Cl)CC1
    2.6, -16, -2, -14, 11, -2, -1, 12, -13
Cc1ccccc1-n1c(O)c(/C=N/Nc2nc3c(c(=O)n(C)c(=O)n3C)n2C)c(=O)[nH]c1=S
    4.3, -6, 0, -3, 2, 9, -5, 7, 2
Cc1nn(CC(C)C)c(Cl)c1C(=O)NC1CCCCC1
    -0.9, 3, 4, 1, 0, -2, 1, 8, 3
O=C1NC(=O)C(CCc2ccncc2)(Cc2cccc(Cl)c2Cl)C(=O)N1c1ccc(Br)cc1 (stereo not given)
    0.3, -3, 0, 2, 4, -16, -14, -3, -7
COC(=O)C(c1ccccc1)N1CCCCCC1 (stereo not given)
    -0.3, -6, -10, -6, 0, 13, -1, 12, -10
CNC(=O)c1cccn(Cc2ccc(C(F)(F)F)cc2)c1=O
    6.5, -6, -5, -9, 3, 42, 1, 1, 4
O=C(Cc1ccccc1)N1CCN(CC2CC=CCC2)CC1 (stereo not given)
    -0.3, 3, -10, -2, 1, 12, 12, 3, 3
CCC1=Nc2cc(C(=O)N3CCC4(CC3)OCCO4)ccc2Sc2ccc(Br)cc21
    -0.7, -4, -4, -4, 4, 1, 3, 14, -4
O/N=C1/C(=C\c2ccccc2)N2CCC1CC2
    0.4, 6, -5, 9, 0, 5, -1, -6, 3
CCN(CC)c1ccc(N=Cc2c(O)n(Cc3ccccc3)c(=O)[nH]c2=O)cc1
    190*!, -1&-7, 0&-2, 5&6, 1&1, -193&-44, 10&0, 0&6, -3&-5
CCOC(=O)CC(NC(=O)C(Cc1ccc(N(CCCl)CCCl)cc1)NC(C)=O)C(=O)OCC (stereo not given)
    -3.5, -3, -3, 10, 0, -3, -2, 10, -3
O=[N+]([O-])c1cnc[nH]1
    0.6, 0, 1, 3, 1, -44, -7, -4, -2
COC(=O)C1=C(c2ccccc2OCc2ccccc2)C[C@@H]2CC[C@H]1N2C(=O)NCCOc1ccccc1Cl
    -0.3, 2, 0, 5, 3, -5, -3, 1, 3
COc1ccc(-c2cc(=NCCCCCC(=O)O)c3cc(C)ccc3o2)cc1
    0.8&3.5, 1&0, 2&-3, 7&7, 0&0, -8&-1, -5&-2, 2&7, 1&-2
CC(C)OC(=O)C1C2c3ccccc3C(c3ccccc32)C1C(=O)O (stereo not given)
    -1.6, 8, 1, 18, 0, 36, -2, -12, -1
OCCCCO
    -0.6, 5, 1, 9, 1, 1, 0, 4, 3
O=[N+]([O-])/C=C1\NCCN1Cc1ccc(Cl)nc1
    -1.2&32, -8&9, -5&1, 5&13, 0&1, -1&47, 2&-5, 12&-1, -8&6
COC(=O)C1=C(c2ccc(F)cc2OCc2ccccc2)C[C@@H]2CC[C@H]1N2C(=O)NCc1cccc(F)c1
    0.2, -21, -5, -13, 9, -2, 5, 11, -6

Single records, as listed above. Order of values: CRFBP-R2 agonist	M5 PAM	CHRM5 agonist	M1 PAM	CHRM4 agonist	CRFBP-R2 block	M4 antag	M5 antag	CHRM4 PAM
O=C1NC(=O)C(CCc2ccncc2)(Cc2cccc(Cl)c2Cl)C(=O)N1c1ccc(Br)cc1 (stereo not given) across the screens: 0.3	-3	0	2	4	-16	-14	-3	-7
CC(C)OC(=O)C1C2c3ccccc3C(c3ccccc32)C1C(=O)O (stereo not given) across the screens: -1.6	8	1	18	0	36	-2	-12	-1

Continued:
Below each compound: CRFBP-R2 agonist, M5 PAM, CHRM5 agonist, M1 PAM, CHRM4 agonist, CRFBP-R2 block, M4 antag, M5 antag, CHRM4 PAM
Cc1ccc(-n2c(=S)[nH]c3ccc(C)cc3c2=O)cc1
    -0.1, 7, -3, 3, 0, 11, -23, 5, 4
O=C(c1cc2ccccn2n1)N1CCC2(CC1)OCCO2
    -2.1, -3, 0, 7, 1, 8, 11, 5, 3
CNCCCc1ccccc1
    3.6, -7, -3, 10, 0, 7, -2, 4, 3
CCCNS(=O)(=O)c1ccc(OCC(=O)N2CCN(Cc3ccc4c(c3)OCO4)CC2)cc1
    -1.3, -7, 6, 10, 9, -19, -1, 8, -5
CCCCn1c(O)c(/C=N/N2CCCCC2c2cccnc2)c(=O)[nH]c1=S (stereo not given)
    -0.9, 1, -4, 9, 1, -35, -1, 7, 7
Brc1ccc(CN2CCNCC2)s1
    -1.0, -1, -11, 1, 2, 13, 0, -2, -8
Nc1cc(Cl)cc(Cl)c1
    -1.4, -3, 2, -5, 1, 13, -1, 2, -5
O=C1/C(=C/c2ccccc2Cl)N2CCC1CC2
    -0.9, -4, -3, 1, -1, 0, -2, 14, -1
O=C1NC(=O)[C@]2(Cc3ccccc3N3CCN(c4ccccc4)CC32)C(=O)N1Cc1ccccc1 (stereo not given in full)
    2.8, -8, 0, 6, 3, -8, -2, -2, -1
CCCCn1c(=O)c(C(=O)NCc2ccco2)c(O)c2ccccc21
    -0.6, 3, 1, 11, 0, -24, 2, -12, 0
COc1ccc(C2=NCC(=O)N(CC(=O)NCc3ccco3)c3sc4c(c32)CCCC4)cc1
    0.5, -2, 1, 9, 1, 0, 2, 9, 9
CN1CCc2nc(SCc3ccccc3Br)c(C#N)cc2C1
    5.1, -2, -8, -8, -1, -12, 1, 7, -8
COC1CCCCC1NCCc1ccccc1 (stereo not given)
    -1.4, 1, -10, 0, 0, 13, -6, 8, -7

High-throughput results as filed in PubChem.

A portion of the library; count on the stated rates, not on these rows.
